# NS5 inhibitors – flavivirus cap methylation enzyme inhibition – biochemical, confirmation dose response, primary screen (AID 588689) | Dengue-2 NS5 methyltransferase capping enzyme assay, biochemical; higher % means a stronger effect | one-dose inhibition, % at 25 µM; IC50 in µM for titrated hits | 0.3% of 340,000 active; in the data active = a potency from the dose series
# RSV CPE inhibition – inhibition of RSV-induced cytopathic effect – HEp-2 cells, primary 10 µM value included (AID 2391); HEp-2 cells, RSV-induced CPE inhibition; higher % means a stronger effect; CPE inhibition, % at 10 µM, or IC50 in µM where a hit was titrated; 0.13% of 310,000 active; in the data active = a potency from the dose series; also: strong numbers were not always called active
# Rac1 GTP hydrolysis – MgcRacGAP GTPase-activating activity inhibitors, confirmation, biochemical, ADP Hunter fluorescence; MgcRacGAP-stimulated Rac1 GTP hydrolysis, ADP Hunter fluorescence; higher % means a stronger effect; GST-tagged Rac1 F28L mutant substrate; inhibition, % at 30 µM, or IC50 in µM where a hit was titrated; 0.6% of 340,000 active;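 active = first-screen hits whose inhibition reached a set limit at any dose in the follow-up dose series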;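 also: fluorescence reports GDP produced by GAP-driven GTP hydrolysis; strong numbers were not always called active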
# Starred values were filed as active, the others as inactive; x = not tested or not shown. These rows are one share of the data (hit frequency here may not be typical).
SMILES,NS5 inhibitors,RSV CPE inhibition,Rac1 GTP hydrolysis
O=C(O)Cc1sc(-c2ccccc2)nc1-c1ccc(Cl)cc1,-1%,x,6%
CC1O[C@@H](OCC2O[C@@H](Oc3cc(O)c4c(c3)OC(c3ccc(O)cc3)CC4=O)[C@H](O)[C@@H](O)[C@@H]2O)[C@H](O)[C@H](O)[C@H]1O (some centres not stated),3%,0.2%,-3%

# Screening data from PubChem.
